Compound activity from PubChem BioAssay.
HEK293 NOD2/NF-kB – NOD2 signaling inhibitors, cell-based, luminescence, uHTS, HEK293 (AID 1566); HEK293 NOD2/NF-kB luciferase reporter, luminescence; higher % means a stronger effect; inhibition, % at 4 µM; hits with a dose series show EC50 in µM; actives 0.63% (n = 290,000); also: many of its hits are not listed in these tables
KOR beta-arrestin-1 – KOR antagonists, beta-arrestin recruitment, cell-based, luminescence, uHTS (AID 1778); actives 0.091% (n = 290,000); KOR beta-arrestin recruitment, luminescence, antagonist mode; higher % means a stronger effect; one-dose inhibition, % at 10 µM; IC50 in µM for titrated hits; also: strong numbers were not always called active
NOD1 NF-kB reporter – inhibition of NOD1-driven NF-kB reporter – cell-based, luminescence, uHTS, primary screen (AID 1578). actives 1% (n = 290,000). one-dose inhibition, % at 4 µM; EC50 in µM for titrated hits. NOD1-driven NF-kB luciferase reporter cells, luminescence; higher % means a stronger effect; in the data active = inhibition mostly above about 36%, no sharp cut-off; inactive = mostly below about 34%;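 also: HEK-293T reporter cells stimulated with the NOD1 agonist gamma-tri-DAP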
KOR beta-arrestin-2 – KOR agonists, beta-arrestin recruitment, primary screen, cell-based, luminescence, uHTS (AID 1777); KOR beta-arrestin recruitment, luminescence; higher % means a stronger effect; one-dose activation, % at 10 µM; EC50 in µM for titrated hits; actives 0.02% (n = 280,000); in the data active = activation above about 50%, passing the limit was not always enough; also: a part of the inactive calls stands beside numbers as strong as those of hits
NTR1 agonist – NTR1-driven beta-arrestin-GFP spot formation – imaging, U2OS cells, high content, primary screen (AID 493036) | P30989 | agonist mode | activation, % at 20 µM | actives 0.17% (n = 330,000);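 active = activation at or above 40% of the spot to cytoplasm intensity ratio, with at least 20 cells analyzed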;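 also: 0% = DMSO without peptide and 100% = 100 nM NTR1 peptide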
Target sequence (P30989 whole entry, looked up): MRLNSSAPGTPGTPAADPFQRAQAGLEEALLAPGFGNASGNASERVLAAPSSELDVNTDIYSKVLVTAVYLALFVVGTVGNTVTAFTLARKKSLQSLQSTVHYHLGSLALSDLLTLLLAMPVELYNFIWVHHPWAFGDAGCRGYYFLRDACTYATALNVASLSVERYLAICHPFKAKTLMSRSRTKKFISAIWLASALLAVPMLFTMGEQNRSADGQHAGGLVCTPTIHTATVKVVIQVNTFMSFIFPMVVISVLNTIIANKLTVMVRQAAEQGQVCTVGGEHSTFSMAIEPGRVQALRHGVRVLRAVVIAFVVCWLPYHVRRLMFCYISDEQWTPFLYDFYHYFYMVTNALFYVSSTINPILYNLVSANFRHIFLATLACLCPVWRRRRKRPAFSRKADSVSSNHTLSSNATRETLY
GPR55 antagonists – inhibition of LPI-stimulated GPR55 beta-arrestin translocation – imaging, U2OS, beta-arrestin-GFP, LPI agonist, primary screen (AID 2013); inhibition, % at 10 µM; hits with a dose series show IC50 in µM; actives 0.13% (n = 290,000); U2OS GPR55 beta-arrestin-GFP translocation imaging, LPI antagonism; higher % means a stronger effect;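 active = spots per cell inhibited over 60%, with over 100 cells counted and total cytoplasm intensity under 500,000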;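 also: U2OS cells stably carrying GPR55 and arrestin-GFP stimulated by 5 µM LPI near EC80; imaged beta-arrestin-GFP aggregate spots per cell after agonist stimulation; plate controls were LPI-stimulated DMSO wells for no effect and DMSO wells without LPI for full effect; some results filed as inactive read as strong as hits; confirmed hits need IC50 under 10 µM and bright autofluorescent wells are also inconclusive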
T cell HTS – T cell immune modulation candidate | actives 0.068% (n = 330,000) | AID 2052 | calls only at 7 µM | 2C CD8+ T cell-vesicle binding, flow cytometry; stronger effect = lower value;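 active = response, share of CD8 T cells binding vesicles, and their 90th percentile fluorescence all below set limits, cut at about 80% in these data, passing the limit was not always enough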
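Material: 2C TCR transgenic mouse naive CD8+ T cells, MACS-purified. Also added: QL9-charged Drosophila Ld/ICAM-1/B7-1 vesicles. Timing: binding 1.5 h at 37 °C. Measured by: high-throughput flow cytometry with anti-B7-1 and anti-CD8 staining. Read-out: percent CD8+ FL2 mean versus row control. Controls: Unloaded micro-vesicles (low), QL9 vesicles with 0.7% DMSO (high).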
GPR55 activation – GPR55 agonists via beta-arrestin recruitment, primary screen, imaging, U2OS cells, beta-arrestin-GFP redistribution (AID 1961) | U2OS GPR55 beta-arrestin-GFP redistribution imaging; higher % means a stronger effect | activation, % at 10 µM; hits with a dose series show EC50 in µM | actives 0.048% (n = 290,000);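 active = activation above 40% with more than 50 cells counted in the well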;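 also: U2OS osteosarcoma cells stably expressing GPR55 and beta-arrestin-GFP; plate controls were DMSO negative control for no effect and LPI positive control for full effect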
Myeloid diff MLP – myeloid differentiation induction; actives 1% (n = 360,000); calls only at 10 µM; ER-HoxA9 myeloid progenitors, lysozyme-GFP differentiation, flow cytometry;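 active = normalized GFP-positive differentiation at or above the plate's own cutoff, the solvent-only control mean plus 3 SD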;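 also: cells exposed to compound for four days before flow analysis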
T cell HTS vesicle-bound % – recorded beside T cell HTS, whose call it bears; double positive events, %; measured here: CD8+ vesicle-bound cell fraction;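 binding gate set so that unloaded-vesicle control wells show 10% double positive cells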
NTR1 agonist cell count 20 µM – recorded beside NTR1 agonist, whose call it bears; cell count; measured here: cell count, cytotoxicity flag
Myeloid diff MLP GFP+ MAC1+ % – also measured in Myeloid diff MLP; calls as there; GFP+ MAC1+ double positive, %; measured here: differentiation confirmed by MAC1 staining
* hit, by the source's call; [ ] = dose if it differs, or a comment. Rule as the data show it, unless noted: active = inhibition above about 50%; inactive = the rest.

Screening O=C1c2ccccc2C(=O)N1CCCc1nc2ccccc2c(=O)n1-c1cccnc1 returned HEK293 NOD2/NF-kB 5%, KOR beta-arrestin-1 -21%, NOD1 NF-kB reporter 6%, KOR beta-arrestin-2 8.2%, NTR1 agonist 1.0, GPR55 antagonists 2%, T cell HTS inactive, GPR55 activation -0.2%, T cell HTS vesicle-bound % 47 and NTR1 agonist cell count 20 µM 63.
CCOC(=O)c1c(-c2ccc(OC)cc2)oc2ccc(O)cc12 was read as HEK293 NOD2/NF-kB 8%, KOR beta-arrestin-1 -12%, NOD1 NF-kB reporter 10%, KOR beta-arrestin-2 -7.6%, NTR1 agonist 17, GPR55 antagonists 18%, T cell HTS inactive, GPR55 activation 1.4%, Myeloid diff MLP inactive, T cell HTS vesicle-bound % 57, NTR1 agonist cell count 20 µM 76 and Myeloid diff MLP GFP+ MAC1+ % 0.4.
`Cc1cc(-c2ccc(Cl)s2)n[nH]1` gave HEK293 NOD2/NF-kB -19%, KOR beta-arrestin-1 -21%, NOD1 NF-kB reporter -39%, KOR beta-arrestin-2 3.6%, NTR1 agonist -3.6, GPR55 antagonists 16%, T cell HTS inactive, GPR55 activation -0.1%, Myeloid diff MLP inactive, T cell HTS vesicle-bound % 53, NTR1 agonist cell count 20 µM 54 and Myeloid diff MLP GFP+ MAC1+ % 0.6.
CCn1cc(C(=O)N2CCCC(N3CCN(c4cccc(C(F)(F)F)c4)CC3)C2)cn1 (stereo unspecified) was read as HEK293 NOD2/NF-kB -12%, KOR beta-arrestin-1 17%, NOD1 NF-kB reporter -16%, KOR beta-arrestin-2 -6.9%, NTR1 agonist 0.6, GPR55 antagonists 5%, T cell HTS inactive, GPR55 activation 0.4%, Myeloid diff MLP inactive, T cell HTS vesicle-bound % 21, NTR1 agonist cell count 20 µM 68 and Myeloid diff MLP GFP+ MAC1+ % 0.6.
`CCn1c(CCNC(=O)c2ccccc2Cl)n[nH]c1=S` gave HEK293 NOD2/NF-kB -54%, KOR beta-arrestin-1 11%, NOD1 NF-kB reporter -11%, KOR beta-arrestin-2 -0.4%, NTR1 agonist -0.2, GPR55 antagonists 18%, T cell HTS inactive, GPR55 activation -0.1%, Myeloid diff MLP inactive, T cell HTS vesicle-bound % 9, NTR1 agonist cell count 20 µM 47 and Myeloid diff MLP GFP+ MAC1+ % 0.7.
For O=C(CSC1=NCCS1)Nc1ccc(S(=O)(=O)N2CCCCCC2)cc1 the results were HEK293 NOD2/NF-kB -12%, KOR beta-arrestin-1 18%, NOD1 NF-kB reporter -4%, KOR beta-arrestin-2 -3.6%, NTR1 agonist 0.2, GPR55 antagonists 4%, T cell HTS inactive, GPR55 activation -1.0%, Myeloid diff MLP inactive, T cell HTS vesicle-bound % 48, NTR1 agonist cell count 20 µM 94 and Myeloid diff MLP GFP+ MAC1+ % 0.7.
For CC(C)c1ccc(C(C(=O)NC2CCCC2)N(C(=O)CNC(=O)c2ccco2)c2cccnc2)cc1 (stereo unspecified) the results were HEK293 NOD2/NF-kB 5%, KOR beta-arrestin-1 -6%, NOD1 NF-kB reporter 9%, KOR beta-arrestin-2 -3.4%, NTR1 agonist 0.2, GPR55 antagonists 16%, T cell HTS inactive, GPR55 activation -0.1%, Myeloid diff MLP inactive, T cell HTS vesicle-bound % 52, NTR1 agonist cell count 20 µM 60 and Myeloid diff MLP GFP+ MAC1+ % 0.4.
For Cn1c(=O)c2c(nc(SCc3ccccc3F)n2C)n(C)c1=O the results were HEK293 NOD2/NF-kB 0%, KOR beta-arrestin-1 -51%, NOD1 NF-kB reporter 24%, KOR beta-arrestin-2 5.7%, NTR1 agonist 1.3, GPR55 antagonists 5%, T cell HTS inactive, GPR55 activation -0.2%, Myeloid diff MLP inactive, T cell HTS vesicle-bound % 53, NTR1 agonist cell count 20 µM 64 and Myeloid diff MLP GFP+ MAC1+ % 0.7.
Screening CC(=O)N1CCc2cc(S(=O)(=O)N3CCOCC3)ccc21 returned HEK293 NOD2/NF-kB 16%, KOR beta-arrestin-1 12%, NOD1 NF-kB reporter -4%, KOR beta-arrestin-2 -10%, NTR1 agonist 0.7, GPR55 antagonists -2%, T cell HTS inactive, GPR55 activation -0.1%, Myeloid diff MLP inactive, T cell HTS vesicle-bound % 44, NTR1 agonist cell count 20 µM 64 and Myeloid diff MLP GFP+ MAC1+ % 3.1.
Cc1cc(S(=O)(=O)Nc2ccc3c(c2)n(C)c(=O)n3C)ccc1F was read as HEK293 NOD2/NF-kB -6%, KOR beta-arrestin-1 4%, NOD1 NF-kB reporter 0%, KOR beta-arrestin-2 5.3%, NTR1 agonist 0.1, GPR55 antagonists 15%, T cell HTS inactive, GPR55 activation 0.3%, Myeloid diff MLP inactive, T cell HTS vesicle-bound % 33, NTR1 agonist cell count 20 µM 26 and Myeloid diff MLP GFP+ MAC1+ % 0.2.
For COCc1cc(C)nc(N/N=C/c2ccc(-c3ccc(C(=O)O)c(Cl)c3)o2)c1C#N the results were HEK293 NOD2/NF-kB -1%, KOR beta-arrestin-1 20%[20 µM], NOD1 NF-kB reporter -20%, KOR beta-arrestin-2 -3.2%, GPR55 antagonists 8%, T cell HTS inactive, GPR55 activation -0.1% and T cell HTS vesicle-bound % 68.
For CC(C)C(NC(=O)OCc1ccccc1)C(=O)NC1CCCCC1 (stereo unspecified) the results were HEK293 NOD2/NF-kB 6%, NOD1 NF-kB reporter -32%, KOR beta-arrestin-2 3.5%, NTR1 agonist 0.4, GPR55 antagonists 7%, T cell HTS inactive, GPR55 activation 0.5%, Myeloid diff MLP inactive, T cell HTS vesicle-bound % 68, NTR1 agonist cell count 20 µM 70 and Myeloid diff MLP GFP+ MAC1+ % 1.0.
`COc1cccc(CN(C)C(=O)c2[nH]c(C)c(C(C)=O)c2C)c1OC` gave HEK293 NOD2/NF-kB 46%, KOR beta-arrestin-1 -8%, NOD1 NF-kB reporter -2%, KOR beta-arrestin-2 3.5%, NTR1 agonist 0.0, GPR55 antagonists -2%, T cell HTS inactive, GPR55 activation -0.1%, Myeloid diff MLP inactive, T cell HTS vesicle-bound % 25, NTR1 agonist cell count 20 µM 41 and Myeloid diff MLP GFP+ MAC1+ % 5.0.
Screening O=C(c1ccc(F)cc1)C(CCCCCC(CN1CCOCC1)C(=O)c1ccc(F)cc1)CN1CCOCC1 (stereo unspecified) returned HEK293 NOD2/NF-kB 15%, KOR beta-arrestin-1 -3%, NOD1 NF-kB reporter 9%, KOR beta-arrestin-2 -0.8%, NTR1 agonist 0.5, GPR55 antagonists 0%, T cell HTS inactive, GPR55 activation 0.0%, T cell HTS vesicle-bound % 14 and NTR1 agonist cell count 20 µM 46.
COCCNC(=O)c1ccc2c(c1)CCN2S(C)(=O)=O was read as HEK293 NOD2/NF-kB 10%, KOR beta-arrestin-1 8%, NOD1 NF-kB reporter -14%, KOR beta-arrestin-2 -2.0%, NTR1 agonist 2.5, GPR55 antagonists 6%, T cell HTS inactive, GPR55 activation 1.8%, Myeloid diff MLP inactive, T cell HTS vesicle-bound % 49, NTR1 agonist cell count 20 µM 43 and Myeloid diff MLP GFP+ MAC1+ % 0.6.
`Cc1ccc(C(C[N+](=O)[O-])Sc2ccc(N)cc2)cc1` (stereo unspecified) gave HEK293 NOD2/NF-kB -6%, KOR beta-arrestin-1 -142%, NOD1 NF-kB reporter 12%, KOR beta-arrestin-2 2.9%, NTR1 agonist 54*, GPR55 antagonists 8%, T cell HTS inactive, GPR55 activation 11%, T cell HTS vesicle-bound % 34 and NTR1 agonist cell count 20 µM 66*.
For COc1ccc(CNC(=O)COC(=O)c2cc(-c3ccc(Cl)s3)nc3ccccc23)cc1 the results were HEK293 NOD2/NF-kB -26%, KOR beta-arrestin-1 5%, NOD1 NF-kB reporter -50%, KOR beta-arrestin-2 2.6%, NTR1 agonist 2.5, GPR55 antagonists -2%, T cell HTS inactive, GPR55 activation 0.0%, Myeloid diff MLP inactive, T cell HTS vesicle-bound % 27, NTR1 agonist cell count 20 µM 34 and Myeloid diff MLP GFP+ MAC1+ % 0.7.
`CC(C)(C)N=Cc1cc(-c2ccccc2)sc1O` gave HEK293 NOD2/NF-kB -70%, KOR beta-arrestin-1 11%, NOD1 NF-kB reporter -87%, KOR beta-arrestin-2 -4.7%, NTR1 agonist -0.9, GPR55 antagonists 5%, T cell HTS inactive, GPR55 activation -0.1%, Myeloid diff MLP inactive, T cell HTS vesicle-bound % 36, NTR1 agonist cell count 20 µM 87 and Myeloid diff MLP GFP+ MAC1+ % 2.0.
`CCOc1ccc(NC(=O)c2cc(S(=O)(=O)N3CCCCC3)c[nH]2)cc1` gave HEK293 NOD2/NF-kB 5%, KOR beta-arrestin-1 -33%[20 µM], NOD1 NF-kB reporter -21%, KOR beta-arrestin-2 -5.2%, NTR1 agonist -2.2, GPR55 antagonists -1%, T cell HTS inactive, GPR55 activation -0.1%, Myeloid diff MLP inactive, T cell HTS vesicle-bound % 22, NTR1 agonist cell count 20 µM 53 and Myeloid diff MLP GFP+ MAC1+ % 1.6.
For N#CCOC(=O)[C@H](Cc1c[nH]c2ccccc12)NS(=O)(=O)c1ccc(Cl)cc1 the results were HEK293 NOD2/NF-kB -6%, KOR beta-arrestin-1 -33%, NOD1 NF-kB reporter 4%, KOR beta-arrestin-2 0.2%, NTR1 agonist 2.3, GPR55 antagonists -6%, T cell HTS inactive, GPR55 activation -0.1%, Myeloid diff MLP inactive, T cell HTS vesicle-bound % 58, NTR1 agonist cell count 20 µM 95 and Myeloid diff MLP GFP+ MAC1+ % 0.3.
Screening O=C(COC(=O)CCc1nc2ccccc2s1)Nc1cccc(S(=O)(=O)N2CCOCC2)c1 returned HEK293 NOD2/NF-kB -27%, KOR beta-arrestin-1 -18%, NOD1 NF-kB reporter -9%, KOR beta-arrestin-2 4.8%, NTR1 agonist 2.1, GPR55 antagonists -1%, T cell HTS inactive, GPR55 activation -0.1%, Myeloid diff MLP inactive, T cell HTS vesicle-bound % 34, NTR1 agonist cell count 20 µM 69 and Myeloid diff MLP GFP+ MAC1+ % 2.6.

These rows are one share of the data; rates above refer to the full screens.
